# Cardio protect: protects H9c2 cardiomyocytes from peroxide injury; H2O2 injury protection, ATPLite, 2 h; hit rate 0.63% among 360,000; AID 588492; protection from H2O2 cell death, % at 20 µM;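 active = compounds giving at least 50% protection of heart cells from peroxide-induced death in the single-dose screen, raw or plate-pattern-corrected value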;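 note: 0% = DMSO wells with peroxide and 100% = DMSO wells without peroxide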
# Vif imaging: HIV Vif inhibition; HEK293T cells, Vif self-association by quenched fluorescence, imaging, 24 h; inhibition, % at 7.49 µM; hit rate 0.35% among 340,000; in the data active = inhibition above about 50%, passing the limit was not always enough; inconclusive = no clear call, values can overlap the other calls; inactive = below about 31%; note: some results filed as inactive read as strong as hits
# aDG glyco up: alpha-DG glycosylation activation; Pro5-aDG cells, alpha-DG glycosylation AlphaScreen (IIH6); 0% Pro5, 100% B10-LARGE cell signal; activation, % at 10 µM; hit rate 0.22% among 360,000; AID 624168;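 active = activation of at least 8% versus controls, or a plate z-score of at least 8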;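 note: Pro5 are CHO cells carrying HIG-tagged alpha-DG that lacks glycosylation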
# Glyco luc inh: N-linked glycosylation inhibition; D54 ERlucT glycosylation luciferase reporter, 24 h; percent of 100 nM tunicamycin response; reporter increase, % at 12.5 µM; hit rate 0.23% among 360,000;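 active = mean luciferase reporter signal, scaled so untreated is 0 and the glycosylation-blocking control 100, at or above a set limit in every replicate; inconclusive = mean reaches the limit but not every replicate does; inactive = mean below the limit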;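 note: luciferase carries N-glycosylation sites so blocking glycosylation raises the light; 0% = median of neutral control wells and 100% = median of 100 nM tunicamycin wells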
# ABCB6 inh MLPCN: inhibitors of human ABC transporter ABCB6; Q9NP58; K562-ABCB6 porphyrin accumulation, flow cytometry, 1 h; stronger effect = lower value; AID 602162; hit rate 0.19% among 360,000; fluorescence ratio to DMSO, % at 10 µM;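 active = fluorescence ratio to DMSO below 75%, the collection mean minus 3 SD; inconclusive = too few cells collected in the well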;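 note: signal is porphyrin accumulated inside mitochondria; 100% equals median channel fluorescence of DMSO control wells; lower ratio means ABCB6 inhibition with less porphyrin fluorescence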
# PDI inh: blocks human protein disulfide isomerase activity | PDI insulin aggregation turbidity, A650, 90 min | inhibition, % at 10 µM | hit rate 0.052% among 350,000;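 active = mean inhibition across replicates of 30% or more, whatever share of single replicates reach that level; inconclusive = mean inhibition below 30% while every single replicate reaches 30%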;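 note: absorbance from insulin aggregation driven by PDI reduction with DTT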
# CaV13 ICDI inh: Disruptors of the CACNA1D IQ motif to Ca2+-dependent inactivation inhibitor domain association, primary screening, Förster resonance energy transfer in intact living … | HEK cells, CFP/YFP FRET ICDI-IQ, plate reader, 10 min; percent FRET-ratio fall versus neutral wells | inhibition, % at 12.3 µM | AID 743397 | hit rate 0.098% among 340,000;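 active = mean replicate inhibition of at least 30% and at least 1% of replicates passing that level; inconclusive = only one of the two criteria is met; inactive = neither criterion is met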;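 note: 0% = median of the neutral control wells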
# HTR2A ag: mouse HTR2A agonism via beta-arrestin recruitment; P35363; CHO-K1 mHTR2A beta-arrestin complementation, luminescence; percent of 30 µM serotonin response; activation, % at 7.6 µM; hit rate 0.66% among 360,000;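 active = activation above a run cutoff, the mean activation of all tested compounds plus 3 SD, cut at about 14% in these data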;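 note: 0% = plate median of compound wells and 100% = 30 µM serotonin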
# Target sequence (P35363 whole entry, looked up): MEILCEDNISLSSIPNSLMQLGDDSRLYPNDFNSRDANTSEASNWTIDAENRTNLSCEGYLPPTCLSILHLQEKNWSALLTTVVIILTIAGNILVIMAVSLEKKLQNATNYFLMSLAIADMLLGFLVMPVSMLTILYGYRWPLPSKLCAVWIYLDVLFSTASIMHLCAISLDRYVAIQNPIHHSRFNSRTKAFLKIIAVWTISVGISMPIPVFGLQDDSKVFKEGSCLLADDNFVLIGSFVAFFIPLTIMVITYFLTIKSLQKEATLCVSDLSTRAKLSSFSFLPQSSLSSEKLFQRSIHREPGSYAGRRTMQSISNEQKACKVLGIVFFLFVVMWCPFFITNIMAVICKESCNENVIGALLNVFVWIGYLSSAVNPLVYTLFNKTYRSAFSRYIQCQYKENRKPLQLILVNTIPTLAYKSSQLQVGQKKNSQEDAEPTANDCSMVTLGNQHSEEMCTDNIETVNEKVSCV
# MC4R ag barr: agonists of human melanocortin 4 receptor (MC4R) beta-arrestin; P32245; U2OS MC4R beta-arrestin complementation, luminescence; percent of melanotan II response, DMSO zero; activation, % at 8.9 µM; hit rate 0.98% among 360,000;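 active = activation above a per-plate cutoff, the mean activation of sample wells on that plate plus 3 SD, cut at about 8% in these data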
# Target sequence (P32245 whole entry, looked up): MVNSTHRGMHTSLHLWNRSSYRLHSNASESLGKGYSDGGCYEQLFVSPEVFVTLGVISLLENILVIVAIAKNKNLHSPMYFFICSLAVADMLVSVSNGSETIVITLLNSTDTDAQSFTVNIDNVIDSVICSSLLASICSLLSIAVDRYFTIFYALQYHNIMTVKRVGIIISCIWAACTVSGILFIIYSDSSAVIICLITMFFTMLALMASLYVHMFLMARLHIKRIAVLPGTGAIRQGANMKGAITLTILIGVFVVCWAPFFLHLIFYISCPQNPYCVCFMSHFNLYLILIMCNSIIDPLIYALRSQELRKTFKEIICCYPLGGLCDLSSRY
# MC4R antagonist: human MC4R antagonism in cAMP assay | P32245 | MC4R-expressing cells, MTII-stimulated cAMP, LANCE TR-FRET | inhibition, % at 6.5 µM | hit rate 0.48% among 360,000 | AID 540295;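 active = inhibition above its plate's cutoff, the mean of tested wells on that plate plus 3 SD, cut at about 29% in these data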;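 note: 0% = Melanotan II alone and 100% = Melanotan II plus saturating MCL0020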
#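 Assay system: U2OS-MC4R stable cell line; Also added: Melanotan II; Technique: Eu-cAMP/anti-cAMP TR-FRET, emission 671 nm; Times: 30-min compound, 1-h challenge, 1-h detection, room temperature.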
# * = called active by the depositor; ? = inconclusive; . = no result given; & = joins results of further samples.
Molecule,Cardio protect,Vif imaging,aDG glyco up,Glyco luc inh,ABCB6 inh MLPCN,PDI inh,CaV13 ICDI inh,HTR2A ag,MC4R ag barr,MC4R antagonist
CCN(CC)S(=O)(=O)c1ccc(C(=O)Nc2ncn(Cc3ccccc3)n2)cc1,8,15,-0.1,2,98,-47,-7,5,0.1,1
CCOC(=O)C1=NS(=O)(=O)NC(C)=C1,11,.,-0.1,4,106,3,-7,4,-0.1,3
COc1cc(OC)c(OC)cc1/C=C1\CCC/C(=C\c2cc(OC)c(OC)cc2OC)C1=O,30,-8,-0.1,8,101,16,-27,2,-0.3,1
O=C(O)/C(=C\c1ccccc1)c1ccccc1,0,9,-0.1,-1,97,4,-4,1,1.5,26
COc1ccc(CCNC(=O)C2CC(=O)N(c3ccc(C)cc3)C2)cc1OC (centres undefined),-1,-5,0.2,2,95,7,-3,2,1.9,0
Cc1ccc(C2CC(=O)C(C=NCCN3CCN(C(=S)Nc4ccccc4)CC3)=C(O)C2)cc1 (centres undefined),-9,1&-1,-0.2,1,106,3,-2,-1,-1.4,5
Cc1cc(NC(=O)Nc2ccc(Cl)cc2)n(C(C)(C)C)n1,-5,3,0.1,1,101,9,-18,-3,-1.1,4
O=[N+]([O-])c1ccc(-c2ccc(/C=N/c3c(-c4ccco4)nc4ccccn34)o2)cc1,13,2,-0.2,3,134,0,-10,-3,13*,4
O=C(Cc1ccc(Cl)cc1Cl)NCc1cccnc1,-1,10,0.0,-1,96,1,-4,1,-0.5,12
COc1ccc2oc(=O)c(C(=O)NCCc3ccc(OC)c(OC)c3)cc2c1,1,14,0.1,2,98,1,-5,0,-0.5,10
O=C1C=C(c2ccc(-c3ccccc3)cc2)C[C@@H](c2ccc3c(c2)OCO3)C1,-10,10,0.8,-6,100,3,-6,-3,-2.6,5
CC(C)(C)c1ccc(NC(=O)CSc2nnc(-c3n[nH]c4ccccc34)o2)cc1,-8,1,0.1,2,97,13,-4,-2,6.9,3
OC[C@@H]1CN(Cc2ccc(-c3ccccc3)cc2)C[C@H](n2cnc3c(NCc4ccncc4)ncnc32)O1,-12,-22,6.9,-1,92,9,-9,-5,-0.8,9
COc1ccc(S(=O)(=O)c2ccccc2)cc1NS(=O)(=O)c1cccc(C(=O)O)c1,6,-1,0.0,2,92,0,-1,2,-1.3,4
O=C(Nc1nc(-c2ccccc2)cs1)c1ccc(Br)o1,-3,-3,-0.1,0,92,-8,-5,2,-1.7,2
CCCCNC(=O)C1(C)CCN1C(=O)c1ccc(OC)c(F)c1 (centres undefined),4,2,0.1,1,104,0,-4,-1,1.2,7
Cc1ccc(OCC(=O)NC2CCS(=O)(=O)C2)c([N+](=O)[O-])n1 (centres undefined),5,3,0.0,0,101,4,-3,7,-2.0,5
COCCNC(=O)Cn1cc(C(=S)N2CCOCC2)c2ccccc21,-1,-2,-0.2,2,98,8,-7,2,-0.8,1
Cc1c(C)c2c(OCC(=O)NCc3ccccn3)cc3c(c2oc1=O)CCC(C)(C)O3,19,9,-0.4,2,100,.,.,-3,-2.0,7
CCN(CC(=O)Nc1ccc(NC(C)=O)cc1)CC(=O)Nc1ccc(Cl)c(Cl)c1,-7,1,0.4,1,99,16,-19,-4,-1.3,9
O=C(NNC(=O)c1c(O)c2ccccc2[nH]c1=O)c1ccccc1,-1,-5,-0.2,3,88,-10,-7,-2,-1.0,-3
O=C1c2ccccc2NC(c2ccc(F)cc2)N1Cc1ccco1 (centres undefined),-5,.,0.1,0,86,-9,-6,-3,4.6,-2
COc1ccc(C)cc1-n1nnnc1SCc1csc(C)n1,2,2,-0.2,3,98,8,-5,-1,-0.3,5
Cn1nc(C(C)(C)C)cc1C(=O)N1CCCCC1c1cc(C(=O)NCc2ccc(F)cc2)no1 (centres undefined),-19,-22,1.5,-3,95,6,-3,8,-1.1,-1
COCn1c(-c2ccc(OC)c(OC)c2)nc2ccccc21,-7,15,0.2,-1,99,-2,-6,5,0.2,4
COc1ccc(C2(C(=O)Nc3ccc(S(=O)(=O)Nc4nc(C)cc(C)n4)cc3)CCCC2)cc1OC,2,-3,-0.2,2,97,15,-14,2,0.0,4
CCc1ccccc1N1CSC2=C(C#N)C(c3ccccc3F)CC(=O)N2C1 (centres undefined),-2,10,-0.1,3,97,.,16,-2,1.6,12
Cc1ccccc1C(=O)Nc1ccnn1C1CCN(Cc2cccnc2)CC1,-3,4,-0.3,1,98,7,-10,0,-1.1,12
O=S(=O)(c1ccccc1)N(Cc1cccc(F)c1)c1ccccc1,-2,2,0.3,0,104,0,-4,-6,1.7,6
CCN(CC)S(=O)(=O)c1cccc(NC(=O)CCNC(=O)c2ccccc2Cl)c1,0,-11,0.1,-1,97,4,-4,6,-0.9,6
CCN(Cc1nc2cc(Cl)ccc2c(=O)[nH]1)C(=O)c1nn(C)c(=O)c2ccccc12,10,9,0.2,-2,100,-1,-3,6,-0.8,2
COc1ccc(/C=N/Nc2nc(C)cc(=O)[nH]2)cc1OC,7,4,0.0,3,102,1,-3,7,2.1,-11
CCn1c(SCC(=O)c2cc(C)n(CC3CCCO3)c2C)nc2ccccc21 (centres undefined),-4,-3,-0.1,-3,92,2,-3,0,-1.2,13
CC(C)n1cnc2cc(NC(=O)c3ccco3)ccc21,-12,?,-0.1,-7,91,-1,-3,-4,-2.3,-3
O=C(Nc1nn[nH]n1)c1ccc(S(=O)(=O)N2CCCCC2)cc1,8,10,0.3,-2,98,-6,.,-2,0.1,26
COc1cc(-c2nc(C(=O)NC3CCN(Cc4ccccc4)CC3)cc3c2[nH]c2ccccc23)cc(OC)c1OC,10,5,-0.3,-8,101,.,.,-9,-1.1,7
C/C(=N\NC(=O)c1cccc(N/N=C(\C)c2ccco2)c1)c1ccco1,7,-4,-0.7,-1,114,-5,-16,-2,0.7,13
O=C(CN1C(=O)NC2(CCCC2)C1=O)Nc1ccccc1,-5,-6,0.0,0,96,-3,-2,-1,-0.6,3
CC(C)(C)c1cc(NCc2ccccn2)n2ncc(-c3ccccc3)c2n1,3,1,0.6,-5,98,12,-5,-9,-0.8,9
Cc1ccc(CNC(=O)CNC(=O)[C@@H]2Cc3ccccc3CN2)cc1,-1,3,0.2,0,96,2,-2,3,-0.6,-3
CCOc1ncccc1C(=O)OC(C)C(=O)Nc1ccc(N2CCOCC2)cc1 (centres undefined),4,6,-0.3,1,94,-6,-6,6,0.2,12
CSc1ccccc1NC(=S)NCc1ccc(Cl)cc1,-2,-8,0.3,-3,96,-5,-5,-5,-2.3,1
COc1ccc(S(=O)(=O)NC(C)C(=O)N2CCCC2)cc1Cl (centres undefined),7,4,0.1,-10,101,7,-2,7,-0.3,-5
CCCCCC#CCN1CCN(C23CC4CC(CC(C4)C2)C3)CC1,1,-3,0.1,-1,96,-8,.,-11,0.2,2
CC(=O)C1=CCC(c2ccc(F)cc2)N(S(=O)(=O)c2ccc(C)cc2)C1 (centres undefined),-2&1,21,-0.1&0.4,2&4,94&98,.,-5&-4,4&-1,.,.
Cc1ccc(NC(=O)CCS(=O)(=O)c2cccc3nonc23)c(Cl)c1,-4,4,-0.1,1,101,7,-7,-1,-1.8,1
CC(C)C1CCN(C(=O)C2CCC(=O)N(C3CCCCCC3)C2)CC1 (centres undefined),-2,-4,0.1,-1,103,9,-16,3,0.7,8
COc1ccc(OC)c(-n2c(CN3CCC(C(N)=O)CC3)nc3ccccc3c2=O)c1,0,5,-0.3,0,97,-4,-4,-3,-1.1,1
CCCC(=O)OCCn1c(Br)nc2c1c(=O)[nH]c(=O)n2C,6,9,0.2,-2,97,1,-4,4,-0.2,-6
CCN(CC)CCNC(=O)Cn1cnc2sc(C)c(S(=O)(=O)N3CC(C)CC(C)C3)c2c1=O (centres undefined),0,8,0.2,13,105,9,-3,-4,-1.7,-6
CCOC(=O)[C@@H](C)N(C(=O)OC(C)(C)C)S(=O)(=O)N(Cc1ccccc1)[C@H](C(=O)OC)C(C)C,-7,-4,0.3,-3,97,-1,-11,-6,3.6,4
O=C(O)c1ccccc1NCc1ccco1,4,-5,0.2,-1,77,6,-19,10,-2.7,2
CC(=O)Nc1ccc(Nc2nc(-c3sc(C)nc3C)cs2)cc1,14,-14,0.1,1,99,-5,-1,-2,-0.5,-1
Cc1onc(-c2ccccc2)c1C(=O)N/N=C/c1cc(Br)c(O)c(Br)c1,-5,-4,0.3,-3,97,7,.,2,-0.9,6
Cc1ccc(S(=O)(=O)Nc2cccc(/C=C/C(=O)O)c2)cc1,1,.,0.0,.,107,-2,-5,2,-1.0,6
O=C1C2CC=C(Cl)CC2C(=O)N1c1ncn[nH]1 (centres undefined),-4,-1,0.0,1,92,10,-3,-7,-0.8,5
Cc1ccc(S(=O)(=O)Nc2c(C)nc3nc(C)[nH]n3c2=O)c(C)c1,1,64*,-0.1,4,98,4,-4,1,-1.8,-3
O=C(Cc1c(Cl)cccc1Cl)OCC(=O)N1CCc2ccccc2C1,1,8,0.2,1,99,-1,-3,-2,-1.2,5
Cn1cnnc1SCc1ccc(C#N)cc1,5,8,0.6,2,99,1,-5,3,-2.2,1
Cc1c(Cc2ccccc2)c(=O)oc2cc(OCC(=O)NCc3ccccn3)ccc12,2,3,0.0,-3,94,-7,-13,0,0.2,3

# (next part)
Molecule,Cardio protect,Vif imaging,aDG glyco up,Glyco luc inh,ABCB6 inh MLPCN,PDI inh,CaV13 ICDI inh,HTR2A ag,MC4R ag barr,MC4R antagonist
CC/C(=N\NC(=O)c1nnn(-c2nonc2N)c1-c1cccs1)c1ccccc1,0,-14,-0.4,1,104,-1,-3,-4,-2.7,6
Clc1cccc(-c2nc(NCc3cccnc3)c3ccccc3n2)c1,-3,-6,0.7,-3,96,6,-7,-2,-1.8,-2
CCN(CC)C(=O)C1CCN(C(=O)c2oc3ccc(C)cc3c2C)CC1,-1,0,-0.5,0,96,-4,.,7,-0.9,-2
COc1cc(/C=C2\SC(=S)N(NC(C)=O)C2=O)ccc1OC(=O)c1ccco1,9,9,0.1,4,118,5,-3,-9,-2.4,-10
COc1ccccc1Nc1nc(N)nc(CSC(=S)N2CCCCC2)n1,0,-1,0.0,-2,96,0,-2,5,1.2,0
COc1ccc(CN2CCN(Cc3c[nH]c4ccccc34)CC2)cc1OC,-9,-3,-0.1,-1,97,8,-9,5,1.8,-7
CCOC(=O)C(=CNc1cc(Cl)c(-c2ccco2)c(Cl)c1)C(=O)OCC,-1,-19,-0.1,-5,92,2,-1,-1,-2.0,8
COc1ccc(CCNC(=O)c2cc3c(=O)n4ccccc4nc3n(CCCN3CCOCC3)c2=N)cc1OC,8,-4,0.1,1,100,0,-2,-2,-2.0,-1
